GPR35 antagonists – GPR35 antagonists blocking zaprinast-driven arrestin recruitment, primary screen, imaging, U2OS, beta-arrestin-GFP, zaprinast agonist (AID 2058); U2OS GPR35 beta-arrestin-GFP translocation imaging, zaprinast antagonism; higher % means a stronger effect; inhibition, % at 10 µM; hits with a dose series show IC50 in µM; 0.052% of 290,000 active;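 active = inhibition of at least 50% with at least 30 cells and total cytoplasm GFP at most 10,000,000; inconclusive = under 30 cells or total GFP of 10,000,000 plus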
GPR55 beta-arrestin – selective activators of receptor GPR55 – imaging, U2OS cells, beta-arrestin-GFP redistribution, primary screen (AID 1961); activation, % at 10 µM, or EC50 in µM where a hit was titrated; 0.048% of 290,000 active; U2OS GPR55 beta-arrestin-GFP redistribution imaging; higher % means a stronger effect;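 active = activation above 40% with more than 50 cells counted in the well; inconclusive = wells holding fewer than 50 cells, flagged as toxic or sparse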;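 note: U2OS osteosarcoma cells stably expressing GPR55 and beta-arrestin-GFP; plate controls were DMSO negative control for no effect and LPI positive control for full effect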
T cell HTS – T cell immune modulators affecting CD8 T cell-vesicle binding; 2C CD8+ T cell-vesicle binding, flow cytometry; stronger effect = lower value; calls only at 7 µM; 0.068% of 330,000 active;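 active = response, share of CD8 T cells binding vesicles, and their 90th percentile fluorescence all below set limits, cut at about 80% in these data, passing the limit was not always enough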
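material = purified 2C TCR transgenic mouse naive CD8+ T cells | controls = Unloaded micro-vesicles (low), QL9 vesicles with 0.7% DMSO (high) | detection = cytometric PE anti-B7-1 and Alexa647 anti-CD8 signals after 1% paraformaldehyde fixation | incubation = binding step 1.5 h, 37 °C, antibody labelling 20 min, ice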
KOR beta-arrestin-1 – kappa opioid receptor activators – cell-based, luminescence, uHTS, primary screen (AID 1777). 0.02% of 280,000 active. KOR beta-arrestin recruitment, luminescence; higher % means a stronger effect. activation, % at 10 µM; hits with a dose series show EC50 in µM; in the data active = activation above about 50%, passing the limit was not always enough; note: a part of the inactive calls stands beside numbers as strong as those of hits
PhoP inhibition – inhibitors of PhoP regulon expression, primary screen, Salmonella Typhimurium, GFP reporter (AID 1863) | S. Typhimurium PhoP-regulated promoter GFP reporter, 4 h; higher % means a stronger effect | inhibition, % at 50 µM, or IC50 in µM where a hit was titrated | 0.16% of 300,000 active;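 active = inhibition over 29.93%, a cutoff 3 SD above the screen mean, later confirmed by dose response; inconclusive = inhibition over 29.93% but no dose response follow-up; inactive = inhibition at most 29.93% or unconfirmed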;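 note: 0% = low Mg2+ inducing control and 100% = high Mg2+ repressing control; strong numbers were not always called active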
NTR1 agonist – agonists of NTR1, primary screen, imaging, U2OS cells, beta-arrestin-GFP, high content (AID 493036) | 0.17% of 330,000 active | activation, % at 20 µM | P30989 | NTR1-U2OS beta-arrestin-GFP spot imaging, agonist mode;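 active = activation at or above 40% of the spot to cytoplasm intensity ratio, with at least 20 cells analyzed; inconclusive = wells under 20 cells, flagged as cytotoxic or low count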;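 note: 0% = DMSO without peptide and 100% = 100 nM NTR1 peptide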
Target sequence (P30989 whole entry, looked up): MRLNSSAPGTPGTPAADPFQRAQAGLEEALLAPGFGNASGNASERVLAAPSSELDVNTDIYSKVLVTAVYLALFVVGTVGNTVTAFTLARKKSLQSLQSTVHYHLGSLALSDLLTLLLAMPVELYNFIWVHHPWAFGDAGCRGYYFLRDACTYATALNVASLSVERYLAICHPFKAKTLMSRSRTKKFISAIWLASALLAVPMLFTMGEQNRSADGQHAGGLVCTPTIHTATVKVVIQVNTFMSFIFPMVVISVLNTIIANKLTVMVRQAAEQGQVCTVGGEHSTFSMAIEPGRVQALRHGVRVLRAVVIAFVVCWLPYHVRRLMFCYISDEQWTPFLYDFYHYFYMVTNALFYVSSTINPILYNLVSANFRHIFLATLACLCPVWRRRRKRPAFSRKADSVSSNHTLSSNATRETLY
GPR55 LPI antagonism – GPR55 antagonists blocking LPI-driven arrestin recruitment, primary screen, imaging, U2OS, beta-arrestin-GFP, LPI agonist (AID 2013); inhibition, % at 10 µM, or IC50 in µM where a hit was titrated; 0.13% of 290,000 active; U2OS GPR55 beta-arrestin-GFP translocation imaging, LPI antagonism; higher % means a stronger effect;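 active = spots per cell inhibited over 60%, with over 100 cells counted and total cytoplasm intensity under 500,000; inconclusive = wells with under 100 cells, flagged as likely toxic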;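 note: U2OS cells stably carrying GPR55 and arrestin-GFP stimulated by 5 µM LPI near EC80; imaged beta-arrestin-GFP aggregate spots per cell after agonist stimulation; plate controls were LPI-stimulated DMSO wells for no effect and DMSO wells without LPI for full effect; some results filed as inactive read as strong as hits; confirmed hits need IC50 under 10 µM and bright autofluorescent wells are also inconclusive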
West Nile antiviral – West Nile virus antiviral activity, cell-based, CPE readout (AID 1621). CPE inhibition, % at 10 µM; hits with a dose series show IC50 in µM. West Nile virus-infected cells, CPE inhibition; higher % means a stronger effect. 0.02% of 290,000 active; in the data active = a potency from the dose series; inconclusive = CPE inhibition mostly from about 3.7% at the one dose, without a potency; inactive = the rest, 99 in 100 with CPE inhibition below about 2.2%; note: strong numbers were not always called active
KOR beta-arrestin-2 – kappa opioid receptor blockers – cell-based, luminescence, uHTS (AID 1778); KOR beta-arrestin recruitment, luminescence, antagonist mode; higher % means a stronger effect; 0.091% of 290,000 active; one-dose inhibition, % at 10 µM; IC50 in µM for titrated hits; in the data active = inhibition above about 50%; note: strong numbers were not always called active
T cell HTS vesicle-bound % – second read-out of T cell HTS, no call of its own (marks repeat the call); double positive events, %; measured here: CD8+ vesicle-bound cell fraction;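 binding gate set so that unloaded-vesicle control wells show 10% double positive cells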
NTR1 agonist cell count 20 µM – further read-out of NTR1 agonist, marked with its call; cell count; measured here: cell count, cytotoxicity flag
* hit, by the source's call; i = inactive; ? = inconclusive; nt = not tested or not shown; [ ] = dose if it differs, or a comment.

SMILES	GPR35 antagonists	GPR55 beta-arrestin	T cell HTS	T cell HTS vesicle-bound %	KOR beta-arrestin-1	PhoP inhibition	NTR1 agonist	NTR1 agonist cell count 20 µM	GPR55 LPI antagonism	West Nile antiviral	KOR beta-arrestin-2
Cn1c(=O)[nH]c(=O)c2c1nc(OC(=O)c1ccccc1)n2CC(O)COc1ccccc1 (stereo unspecified)	4%	0.7%	i	46	9.7%	-10%	-1.2	40	7%	0.5%	4%
O=c1[nH]c2ccccc2cc1CN(Cc1cccnc1)S(=O)(=O)c1ccc(Cl)cc1	1%	-0.1%	i	30	0.2%	0%	2.4	59	2%	0.2%	-17%
N/C(=N\S(=O)(=O)c1ccccc1)c1ccc([N+](=O)[O-])cc1	8%	-0.4%	i	42	6.7%	8%	0.4	38	7%	-0.3%	22%
O=C(Cc1ccccc1F)NC1CCCN(Cc2ccc(Cl)cc2)C1 (stereo unspecified)	-5%	0.0%	i	58	3.9%	-3%	-0.2	54	-17%	-1.3%	3%[20 µM]
C=CCNc1c2c(nc3ncnn13)CC(C)CC2 (stereo unspecified)	-2%	0.2%	i	38	1.1%	6%	0.3	25	-15%	0.2%	-12%
Cc1ccc(CN2CCN(CC(=O)NC(C)CCc3ccccc3)C2=O)cc1 (stereo unspecified)	2%	-0.2%	i	25	-6.3%	11%	-0.1	78	15%	-0.4%	40%
COc1cccc(NC(=O)c2ccc(CN3CCc4ccccc4C3)cc2)c1	-4%	0.2%	i	55	0.2%	1%	1.6	51	8%	-1.4%	-26%
O=C1C=CC(=O)N1c1ccc(N2CCCCC2)cc1	21%	-0.1%	i	56	nt	3%	-0.1	76	6%	-0.2%	60%[20 µM]
COc1ccc(CCNC(=O)C2CCC(C(C)(C)C)CC2)cc1OC (stereo unspecified)	-22%	0.7%	i	43	2.7%	6%	2.3	59	-23%	-1.1%	-9%
O=C(O)C1C2C=CC(C2)C1C(=O)Nc1cccc(F)c1 (stereo unspecified)	2%	0.3%	i	35	0.2%	2%	-2.9	76	8%	0.6%	-6%
Cc1ccn2cc(-c3cccc(S(=O)(=O)N4CCCCC4)c3)nc2c1	5%	-0.1%	i	29	-1.0%	0%	1.9	41	2%	0.3%	-24%
COc1ccccc1C1CC(c2ccc(Cl)cc2)Nc2nc(N)nn21 (stereo unspecified)	9%	-0.2%	i	54	0.8%	9%	1.0	76	12%	-0.8%	4%
COc1cccc2c1OC1(C)CC2NC(=O)N1c1cccc(C(=O)N2CCN(c3ccccn3)CC2)c1 (stereo unspecified)	-14%	-0.2%	i	45	0.2%	-1%	1.4	60	18%	-0.1%	10%
CN(CCc1ccccn1)S(=O)(=O)c1ccc2c3c(cccc13)C(=O)N2	5%	-0.3%	i	27	0.2%	-2%	1.9	86	-3%	-0.8%	14%
CC(C)N1C(=O)C2C(C(=O)NC3CCCCC3)C3C=CC2(O3)C1C(=O)NC1CCCCC1 (stereo unspecified)	-6%	0.3%	i	35	1.2%	-5%	-1.0	85	9%	-0.5%	17%
Nc1c(C(=O)Nc2ccc(Br)cc2)sc2nc(-c3ccco3)ccc12	6%	0.0%	i	12	-4.0%	9%	4.3	56	-4%	-0.4%	-1%
Cc1sc2ncn(CC(=O)NCC(=O)N3CCN(c4ccc(F)cc4)CC3)c(=O)c2c1C	0%	-0.1%	i	20	4.0%	-1%	0.0	54	-8%	-1.1%	-26%
Cc1ccc(S(=O)(=O)Nc2nc3ccc(S(C)(=O)=O)cc3s2)cc1	23%	-0.1%	i	38	-1.8%	-2%	1.9	50	-4%	-0.5%	6%
CCN(CC)C(=O)N1CCc2ccccc21	0%	-0.1%	i	32	-4.4%	-1%	-1.8	72	0%	-0.3%	3%[20 µM]
O=C(c1ccc([N+](=O)[O-])s1)N1CCN(c2ccccc2)CC1	-15%	0.5%	i	48	3.7%	10%	-1.3	66	-1%	-0.5%	-13%
O=C(Cc1cccc2ccccc12)Nc1nc(-c2cccc([N+](=O)[O-])c2)cs1	-16%	-0.1%	i	44	-1.9%	8%	0.3	47	6%	-1.1%	-1%
CC(C)c1cc(-c2cc(-c3ccccc3)on2)nc(NC2CCCC2)n1	16%	0.4%	i	48	0.6%	-4%	8.8	48	-3%	-0.5%	1%
Cc1ccc(S(=O)(=O)N2CCC(C(=O)NCCCOC(C)C)CC2)cc1	20%	0.0%	i	3	6.5%	1%	-0.7	50	5%	0.9%	-10%
COc1ccc(N2CCN(S(=O)(=O)CC34CCC(CC3=O)C4(C)C)CC2)cc1 (stereo unspecified)	-1%	-0.2%	i	63	9.3%	-3%	-0.3	55	16%	-1.0%	-11%
O=S(=O)(/N=C(/Nc1ccc(Cl)c(S(=O)(=O)N2CCOCC2)c1)c1ccc(F)cc1)c1ccccc1	-9%	0.0%	i	62	-4.6%	6%	4.6	49	-3%	-0.3%	0%
COc1ccc(NC(=O)c2cc(S(=O)(=O)Nc3ccc(OC)cc3)cs2)cc1	-22%	-0.1%	i	24	5.1%	-2%	3.7	66	17%	-0.4%	-4%
Cc1cc(S(=O)(=O)Nc2cccc(O)c2)c(C)s1	22%	-0.1%	i	45	3.6%	13%	1.0	63	8%	-1.3%	-17%
CCN(CC)S(=O)(=O)c1ccc(NC(=O)Nc2cccc(C(F)(F)F)c2)cc1	-4%	0.0%	i	14	-0.4%	4%	30	56	-7%	?	-8%
O=c1sc2ccccc2c(N2CCCC2)c1[N+](=O)[O-]	-8%	-0.1%	i	26	-2.5%	4%	-0.1	51	-2%	0.9%	32%
COc1ccc(Cc2nnc(Nc3ccccc3OC)[nH]c2=O)cc1	-4%	-0.7%	i	40	4.9%	-5%	0.3	44	4%	-0.4%	-5%
CCC(C)(C)n1nnnc1C(c1cc2ccc(OC)cc2[nH]c1=O)N1CCc2ccccc2C1 (stereo unspecified)	-12%	-0.4%	i	49	-1.1%	-4%	3.6	65	7%	2.5%	4%
CCSc1nc2sc3c(c2c(=O)[nH]1)CC(C)(CC)OC3 (stereo unspecified)	-4%	0.0%	i	47	17%	-3%	11	78	-1%	0.1%	-11%
CC(C)Oc1ccccc1OCCCCn1cnc2ccccc2c1=O	-9%	-0.1%	i	21	-0.2%	-5%	0.1	40	-8%	-1.1%	-55%[20 µM]
CCc1nn(CCCC(=O)N2CCc3ccccc3C2)c(=O)c2cc3occc3n12	5%	-0.1%	i	28	3.1%	-4%	-0.5	39	-33%	0.8%	-84%
O=C1NC2(CCCCC2)C(=O)N1c1ccccc1	12%	-0.1%	i	42	2.6%	-9%	0.2	102	0%	0.3%	-6%
COc1ccc(C(=O)C2CCCN(Cc3c(C)[nH]c4ccccc34)C2)c(OC)c1 (stereo unspecified)	4%	0.1%	i	59	nt	3%	3.4	46	6%	1.5%	-14%
CS(=O)(=O)Nc1cccc(C2=NN(C(=O)c3cccc([N+](=O)[O-])c3)C(c3cccs3)C2)c1 (stereo unspecified)	-9%	0.0%	i	33	3.8%	-6%	8.8	80	3%	0.4%	-16%
O=C(COc1ncnc2ccccc12)NCC1CCCO1 (stereo unspecified)	2%	-0.4%	i	31	-2.0%	0%	1.9	39	-7%	0.9%	-4%
CN(C)S(=O)(=O)c1cc(NC(=O)CNCc2ccccc2)ccc1Cl	2%	-0.2%	i	19	0.1%	12%	7.6	38	?	-0.4%	-1%
COc1ccccc1C1C(C(=O)c2ccco2)=C(O)C(=O)N1c1cc(C)on1 (stereo unspecified)	16%	0.0%	i	34	3.4%	-5%	1.1	51	1%	-0.1%	9%
Nc1c(C(=O)Nc2ccccc2)c2nc3ccccc3nc2n1-c1ccc(O)cc1	-3%	-0.1%	i	44	-1.3%	-6%	14	53	-11%	2.6%	16%
CCCn1c2ccccc2c2cnn(CC(=O)O)c(=O)c21	5%	0.2%	i	23	-25%	3%	-1.3	47	1%	0.1%	29%
C[N+]1(CC(=O)OCCCc2ccccc2)CCCCC1	2%	-0.1%	i	41	nt	7%	-0.3	58	2%	0.5%	23%[20 µM]
CCOc1ccccc1N1CSC2=C(C#N)C(c3c(OC)ccc4ccccc34)CC(=O)N2C1 (stereo unspecified)	-13%	-0.1%	i	29	1.4%	-6%	-0.6	58	-5%	-0.1%	-8%
Cc1noc(C)c1COC(=O)c1cccnc1Cl	6%	-0.4%	i	26	-4.6%	-4%	1.1	62	-3%	0.1%	23%
Cc1nnc(C)c2c(C)n(N)c(C)c12	6%	0.4%	i	40	7.1%	-13%	-1.2	47	3%	0.4%	-4%
Cc1coc(C)c1C(=O)CC1(O)C(=O)N(Cc2ccccc2)c2ccccc21 (stereo unspecified)	6%	-0.1%	i	13	3.5%	3%	-2.2	96	-5%	-0.5%	-18%
CC(=O)N/C(=N\c1nc(C)cc(C)n1)Nc1ccccc1Cl	-4%	-0.1%	nt	nt	0.6%	nt	3.5	77	-9%	0.1%	20%
O=C(C1CC(=O)N(c2ccc3c(c2)OCCO3)C1)N1CCN(c2ccccc2O)CC1 (stereo unspecified)	5%	-0.1%	i	8	-0.3%	-4%	-1.4	22	14%	0.2%	4%
O=C(N/N=C/c1cc(Br)ccc1O)c1ccncc1	-6%	1.2%	i	36	8.3%	3%	0.0	53	-1%	-0.1%	-6%
CC1(c2ccccc2)NC(=O)N(CC(=O)NCCC2=CCCCC2)C1=O (stereo unspecified)	16%	0.0%	i	30	1.1%	-2%	1.2	78	5%	-0.2%	15%
COc1cccc(NC(=S)NCCC(c2ccccc2)c2ccccc2)c1	8%	-0.1%	i	27	-2.7%	2%	4.6	51	10%	-0.6%	17%
CCCCCC(=O)N/N=C/c1cc(Br)c(O)c(OC)c1	0%	0.7%	i	50	0.2%	2%	3.4	32	33%	-0.2%	6%
Cc1ccc2nc(N(CCCN(C)C)C(=O)c3ccc4ncsc4c3)sc2c1	-4%	0.3%	i	17	-2.9%	-2%	-0.1	66	-1%	?	-23%
